FBW7 activator – activators of human E3 ligase FBW7; 650,000 compounds, 0.13% hits; AlphaScreen FBW7–phospho-cyclin E peptide binding, activator screen; Q969H0; AID 1259310; normalized activity (activation), % at 26.1 µM; in the data active = normalized activity above about 1.9%;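 note: purified mutant Fbw7 with reduced substrate affinity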
TEAD-YAP inh – TEAD-YAP interaction inhibition | inhibition, % at 9.12 µM | AID 1259422 | 640,000 compounds, 1.4% hits | HEK-TIYL cells, TEAD-Gal4/YAP UAS-luciferase luminescence; in the data active = inhibition above about 32%;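 note: 0% = median of test compound wells and 100% = reference inhibitor wells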
MITF primary – inhibitors of human MITF; O75030; AlphaScreen MITF homodimerization, bead proximity signal; inhibition, % at 2.6 µM; 650,000 compounds, 0.91% hits; in the data active = inhibition above about 50%;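 note: 0% = vehicle wells with protein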
Target sequence (O75030 whole entry, looked up): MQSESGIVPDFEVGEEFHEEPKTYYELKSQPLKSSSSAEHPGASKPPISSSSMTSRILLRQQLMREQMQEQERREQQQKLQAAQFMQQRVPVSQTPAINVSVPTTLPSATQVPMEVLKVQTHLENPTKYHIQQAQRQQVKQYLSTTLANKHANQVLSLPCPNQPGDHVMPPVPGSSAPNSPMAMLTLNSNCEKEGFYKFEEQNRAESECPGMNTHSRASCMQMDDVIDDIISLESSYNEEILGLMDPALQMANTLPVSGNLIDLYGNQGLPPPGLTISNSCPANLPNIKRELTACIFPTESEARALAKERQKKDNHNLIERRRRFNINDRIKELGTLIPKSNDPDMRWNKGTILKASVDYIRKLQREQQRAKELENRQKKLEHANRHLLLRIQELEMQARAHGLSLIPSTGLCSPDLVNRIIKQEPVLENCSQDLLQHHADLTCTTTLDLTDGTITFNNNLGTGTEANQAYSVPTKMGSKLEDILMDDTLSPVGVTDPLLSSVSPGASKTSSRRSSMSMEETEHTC
GPR151 activ – activates the human receptor GPR151; PathHunter beta-arrestin GPR151 cells, luminescence; activation, % at 11.2 µM; 650,000 compounds, 1% hits; AID 1508602; in the data active = activation above about 4.9%;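 note: 0% = median of compound wells and 100% = cells with positive control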
Target sequence (Q8TDV0 whole entry, looked up): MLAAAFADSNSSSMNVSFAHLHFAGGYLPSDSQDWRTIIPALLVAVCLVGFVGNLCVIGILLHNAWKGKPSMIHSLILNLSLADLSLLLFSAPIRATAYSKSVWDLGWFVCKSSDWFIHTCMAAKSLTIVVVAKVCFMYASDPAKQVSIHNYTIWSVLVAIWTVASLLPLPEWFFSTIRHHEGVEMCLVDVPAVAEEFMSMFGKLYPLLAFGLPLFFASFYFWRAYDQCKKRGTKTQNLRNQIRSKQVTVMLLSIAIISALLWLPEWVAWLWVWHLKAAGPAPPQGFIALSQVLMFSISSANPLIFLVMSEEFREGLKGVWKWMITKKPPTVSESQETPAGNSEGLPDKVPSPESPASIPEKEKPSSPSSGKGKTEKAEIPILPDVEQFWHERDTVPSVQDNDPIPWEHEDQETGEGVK
The depositor's hits bear a star.

The opening 5 entries, ahead of the listing:
(1) O=C(CCCN1C(=O)c2ccccc2C1=O)N1CCN(CCO)CC1
(2) Cc1ccc(C(C)C)c(OCC(=O)Nc2ccc3c(c2)OCO3)c1
(3) COc1ccccc1S(=O)(=O)Cc1ccc(C(=O)NCc2ccco2)o1
(4) COC(=O)C(=O)CC(=O)c1ccc2c(c1)OCO2
(5) COc1cccc(CC(=O)Nc2ccc3nc(N4CCCCC4)cc(C)c3c2)c1
Compound,1,2,3,4,5
FBW7 activator,-0.1,-0.1,0.5,-0.1,-0.1
TEAD-YAP inh,7,-3,-11,-1,2
MITF primary,6,0,3,2,-6
GPR151 activ,0.3,0.1,0.6,1.5,0.0

The whole of this part, previewed entries included:
(1) O=C(CCCN1C(=O)c2ccccc2C1=O)N1CCN(CCO)CC1
(2) Cc1ccc(C(C)C)c(OCC(=O)Nc2ccc3c(c2)OCO3)c1
(3) COc1ccccc1S(=O)(=O)Cc1ccc(C(=O)NCc2ccco2)o1
(4) COC(=O)C(=O)CC(=O)c1ccc2c(c1)OCO2
(5) COc1cccc(CC(=O)Nc2ccc3nc(N4CCCCC4)cc(C)c3c2)c1
(6) CCOc1ccc(Cl)cc1S(=O)(=O)N1CCCC(C)C1 (centres undefined)
(7) CC(C)(CO)NC(=O)N1c2ccccc2Sc2ccccc21
(8) Cc1nnc(SCC(=O)O)n1/N=C/c1ccc2c(c1)OCO2
Compound,1,2,3,4,5,6,7,8
FBW7 activator,-0.1,-0.1,0.5,-0.1,-0.1,0.2,0.1,0.0
TEAD-YAP inh,7,-3,-11,-1,2,7,6,-8
MITF primary,6,0,3,2,-6,8,3,-6
GPR151 activ,0.3,0.1,0.6,1.5,0.0,2.1,-0.1,1.6

(9) O=C(Nc1cc(S(=O)(=O)C(F)(F)F)ccc1Cl)c1cccnc1
(10) Cn1c(=O)c2c(SCCN3CCCC3)nc(C3CCCCC3)nc2n(C)c1=O
(11) CCN(CC(=O)Nc1cccc(OC)c1)Cc1cc(=O)oc2cc(NC(C)=O)ccc12
(12) COc1ccc(Cn2c(SCC(=O)c3ccccc3)nc3ccsc3c2=O)cc1
(13) COc1ccc(C2C(C(=O)Nc3cccc(Cl)c3)c3ccccc3C(=O)N2c2ccc(OC)cc2)cc1 (centres undefined)
(14) CCOC(=O)c1sc(NC(=O)COC(=O)CN2C(=O)C(=O)c3ccccc32)nc1C
(15) OC(Cn1cnc(-c2ccccc2)c1-c1ccccc1)Cn1c2ccc(Br)cc2c2cc(Br)ccc21 (centres undefined)
(16) C=CCOc1ccc(Br)cc1C1C(C#N)=C(N)Oc2n[nH]c(C)c21 (centres undefined)
Compound,9,10,11,12,13,14,15,16
FBW7 activator,0.8,0.3,-0.1,-0.2,-0.1,0.0,0.1,-0.1
TEAD-YAP inh,-5,0,8,-9,0,2,-4,-4
MITF primary,4,6,54*,3,13,-2,2,-1
GPR151 activ,2.1,-1.1,-0.6,-1.1,-0.2,-0.7,0.0,-0.5

(17) Cc1cc(C)n2nc(CNS(=O)(=O)c3cccc4nsnc34)nc2n1
(18) O=C1NC(=O)N(c2ccccc2F)C(=O)/C1=C\c1ccco1
(19) C=CCC1N(c2ccc(OC)cc2)C(=O)C2C(C(=O)O)C3C=CC21O3 (centres undefined)
(20) CC1CC(C)CN(CCC(=O)Nc2ccccc2F)C1 (centres undefined)
(21) Cc1cc(C(=O)OCC(=O)c2ccc(Br)s2)c(C)o1
(22) COc1ccc(NCc2cccc(F)c2)cc1
(23) C/C(=N\NC(=O)c1cccc(N)c1)c1ccc2ccccc2c1
(24) COc1cc(CN2CCN(C3CCCC3)CC2CCO)cc(OC)c1 (centres undefined)
Compound,17,18,19,20,21,22,23,24
FBW7 activator,0.0,-0.1,-0.1,0.5,0.0,0.1,1.0,-0.1
TEAD-YAP inh,1,-20,14,1,4,-1,-18,-1
MITF primary,-1,40,8,13,7,10,7,7
GPR151 activ,-1.0,1.1,1.1,-0.3,0.1,2.9,1.8,0.1

(25) COc1ccc(Cl)cc1C(=O)N/C(=C\c1cccc([N+](=O)[O-])c1)C(=O)Nc1ccccc1Cl
(26) CC1=C(C(=O)OCC(C)C)C(c2cccc3ccccc23)C2=C(CCCC2=O)N1 (centres undefined)
(27) CCN(CC)CCNC(=O)CN1C(=O)C(c2ccccc2)Oc2cccnc21 (centres undefined)
(28) Cc1ccc(NC(=O)CN2C(=O)C3CCCCN3C(=O)c3ccccc32)cc1 (centres undefined)
(29) Cc1ccc(C2/C(=C(\O)c3ccc(Cl)cc3)C(=O)C(=O)N2c2cccnc2)cc1 (centres undefined)
(30) Cc1ccc(CNC(=O)C2c3ccccc3C(=O)N3CCc4ccccc4C23)cc1 (centres undefined)
(31) CC(=O)Nc1cccc(-c2cn3c(C)csc3n2)c1
(32) CCOC(=O)c1c(C(C)(C)C)oc2ccc(OCC(=O)OC)cc12
Compound,25,26,27,28,29,30,31,32
FBW7 activator,0.4,0.0,-0.1,0.1,0.5,0.0,0.7,0.2
TEAD-YAP inh,3,7,7,16,-1,-7,-7,9
MITF primary,16,-5,6,13,-15,-8,20,12
GPR151 activ,-2.4,-2.3,4.0,0.5,-0.9,1.9,-0.7,-1.4

(33) CCCCCSc1nnc2c(n1)OC(c1ccccc1OC)Nc1ccccc1-2 (centres undefined)
(34) CCc1ccc(N2CC(C(=O)Nc3cccc(O)c3)CC2=O)cc1 (centres undefined)
(35) C=CCOC(=O)c1[nH]c2c(c1C)C(=O)CC(c1cc(OC)c(OC)c(OC)c1)C2 (centres undefined)
(36) Cc1cc(=O)oc2cc(OC(=O)c3ccc(N4CCOCC4)c([N+](=O)[O-])c3)ccc12
(37) COCCNCCOc1cccc(Br)c1
(38) CCOC(=O)C(C#N)C(Cc1ccccc1)c1ccc2c(c1)OCO2 (centres undefined)
(39) CCCOC(=O)c1c(-c2ccccc2)csc1N
(40) Cc1sc2nc(C(C)C)nc(SCC(=O)O)c2c1C
Compound,33,34,35,36,37,38,39,40
FBW7 activator,-0.2,-0.1,-0.1,0.1,0.3,0.1,0.1,0.3
TEAD-YAP inh,10,1,43*,6,8,-4,5,-2
MITF primary,0,2,-4,12,34,2,13,9
GPR151 activ,0.2,-0.1,0.0,2.1,-2.0,2.1,0.0,-0.6

(41) C=C(C)CN1C(=O)NC(CC)(C2CCN(C(=O)c3ccc4ncccc4c3)CC2)C1=O (centres undefined)
(42) COc1ccc(COC(=O)C2=C(C)NC(=O)NC2c2cc(OC)ccc2OC)cc1 (centres undefined)
(43) Cc1cc(OCC(O)CN2CC(C)OC(C)C2)cc(C)c1Cl (centres undefined)
(44) Cc1cc2ccccn2c1C(=O)c1ccc(C#N)cc1
(45) CN(Cc1nc2ccccc2[nH]1)C(=O)CC1C(=O)NCCN1C (centres undefined)
(46) O=S(=O)(c1ccc(Cl)cc1)c1cccc(S(=O)(=O)N2CCCCCC2)c1
(47) COc1ccc2cc3cc(C(=O)N4CCC(C(N)=O)CC4)sc3nc2c1
(48) O=C(C[n+]1ccccc1)N/N=C/c1ccc(F)cc1
Compound,41,42,43,44,45,46,47,48
FBW7 activator,0.2,-0.1,0.2,-0.2,0.0,0.1,-0.3,0.2
TEAD-YAP inh,-3,4,-1,14,3,2,-15,0
MITF primary,9,0,10,-9,4,8,-11,16
GPR151 activ,-0.3,-0.2,-1.1,1.8,-0.1,-0.1,-1.0,0.2

(49) O=[N+]([O-])c1cccc(-c2csc(N/N=C\c3cccc(O)c3)n2)c1
(50) CC1(C)Cc2nc3[nH]c(=S)n(Cc4ccccc4)c(=O)c3cc2CO1
(51) COc1cc2[nH]c(=S)nc(Nc3ccncc3)c2cc1OC
(52) O=C1c2cccnc2C(=O)N1CCc1ccc(Cl)cc1
(53) Cc1ccc(NC(=O)Cn2nnc(C(=O)Nc3ccc(F)cc3)c2N)c(C)c1
(54) NC1=NC(=O)/C(=C\c2cc([N+](=O)[O-])ccc2Cl)S1
(55) CC(=O)c1cccc(NC(=O)CSCc2cnn(-c3ccccc3)c2-n2cccc2)c1
(56) Cc1nn(C)c(C)c1-c1ccc(C(=O)Nc2ccccc2)s1
Compound,49,50,51,52,53,54,55,56
FBW7 activator,0.1,-0.1,0.0,-0.3,-0.1,0.0,-0.1,0.0
TEAD-YAP inh,-20,-12,8,0,4,8,11,-41
MITF primary,13,9,0,1,-8,0,-12,6
GPR151 activ,-0.2,0.0,-0.1,2.7,0.0,0.1,0.0,-2.6

(57) Cc1c(NC(=O)CN2C(=O)NC3(CCCCC3C)C2=O)cccc1[N+](=O)[O-] (centres undefined)
(58) COc1ccccc1NC(=S)NC(=O)c1cncc(Br)c1
(59) COc1ccc(C2=NN(C(=O)CSc3nnc(CNC(=O)c4ccc([N+](=O)[O-])cc4)n3C)C(c3cccc(OC)c3OC)C2)cc1 (centres undefined)
(60) Cc1ccccc1CNC(=O)Cn1cc2c(n1)-c1c(oc(C(=O)N3CCCC3)c1C)CC2
(61) COc1ccc(Cl)c2sc(N3CCN(C(=O)C4COc5ccccc5O4)CC3)nc12 (centres undefined)
(62) CCCCn1c(=O)c2c3c(sc2n2c(=S)[nH]nc12)CCCC3
(63) COC(=O)c1ccc(C)c(NS(=O)(=O)c2ccc(SC)cc2)c1
(64) CC(=O)N/N=C(\C)c1ccc(OC(F)F)cc1OC(F)F
Compound,57,58,59,60,61,62,63,64
FBW7 activator,0.0,0.0,0.2,0.7,0.1,-0.1,1.0,0.2
TEAD-YAP inh,16,2,4,-6,4,4,47*,-5
MITF primary,8,23,20,9,8,11,15,19
GPR151 activ,1.7,-0.1,-1.1,-0.4,-0.2,-0.7,-0.3,0.1

(65) CC1(C)CC(=O)C2=C(C1)OC(N)=C(C#N)C2c1ccccc1C(F)(F)F (centres undefined)
(66) O=C(Nc1ccc(S(=O)(=O)N2CCc3ccccc32)cc1)c1ccccc1Br
(67) O=C1CSC(c2cccc(Br)c2)N1c1ccc(Oc2ccc(Cl)cc2)cc1 (centres undefined)
(68) Cc1nc(CNS(=O)(=O)c2cc(C)c(C)cc2C)cs1
(69) CSc1ncccc1C(=O)NCCN1Cc2ccccc2OC(C)C1 (centres undefined)
(70) Cc1c(C(=O)Nc2ccccn2)sc2ncn(CC(=O)N3CCOCC3)c(=O)c12
(71) O=C(Nc1nc2ccc(Br)cc2s1)c1ccccc1Cl
(72) O=C(CC1OC(=O)c2ccccc21)c1cc(O)ccc1O (centres undefined)
Compound,65,66,67,68,69,70,71,72
FBW7 activator,0.0,0.1,0.1,-0.1,0.2,-0.1,-0.1,0.0
TEAD-YAP inh,-12,9,4,-5,10,9,-42,-1
MITF primary,-11,11,16,1,4,-2,-1,12
GPR151 activ,1.2,-1.5,1.3,1.4,-1.1,0.1,1.2,0.4

(73) Cc1cc2nc(SCC(=O)NC(C)(C)C)[nH]c2cc1C
(74) O=C(NCc1c(F)cccc1F)c1cc(-c2ccco2)[nH]n1
(75) OC1CCC(Nc2nccn3c(-c4cccc(F)c4)cnc23)CC1 (centres undefined)
(76) O=C(NCc1cccs1)Nc1ccc2c(c1)CCC(=O)N2Cc1ccccc1
(77) Cc1nnc(SCc2nc3scc(-c4ccccc4)c3c(=O)[nH]2)s1
(78) COc1ccccc1/C=C(\C#N)C(=O)Nc1ccccc1F
(79) Cc1ccccc1OCCNC(=O)CCc1ccccc1
(80) CC1CCCC(C)N1S(=O)(=O)c1ccc2c(c1)OCCO2 (centres undefined)
Compound,73,74,75,76,77,78,79,80
FBW7 activator,0.7,0.9,0.4,0.0,0.4,-0.1,-0.1,0.1
TEAD-YAP inh,-4,-22,-8,-1,-3,-13,-17,-5
MITF primary,10,6,19,-2,9,5,-3,14
GPR151 activ,-0.4,2.2,-0.8,0.3,1.0,4.6,0.3,-0.7

(81) CP(=O)(Nc1ccc([N+](=O)[O-])cc1)c1nc2c(s1)CCCC2 (centres undefined)
(82) Cc1ccc(-n2c(=S)sc3c(=O)n(-c4ccc(F)cc4)c(SCC(=O)NCc4ccco4)nc32)cc1C
(83) O=c1c2ccccc2ncn1-c1cccc(Cl)c1
(84) O=C(COc1ccc(Cl)cc1)Nc1nc(-c2ccccc2)c(C(=O)c2ccccc2)s1
(85) Cc1cc(C(=O)COC(=O)CCC(=O)c2cccs2)c(C)n1Cc1cccs1
Compound,81,82,83,84,85
FBW7 activator,-0.1,0.1,0.0,0.1,-0.2
TEAD-YAP inh,14,5,3,-1,-13
MITF primary,-8,11,5,9,7
GPR151 activ,2.6,2.3,0.5,-0.5,2.8
